SRC2 inh: human SRC2 (NCOA2) inhibition; HEK293 GAL4-SRC2 luciferase reporter, luminescence; Q15596; AID 651957; inhibition, % at 9 µM; 0.17% of 370,000 active;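 active means inhibition above the mean inhibition of all tested compounds plus 3 SD, set per campaign, cut at about 52% in these data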;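 further: 0% = DMSO treated cells and 100% = cells given Gossypol at 36 µM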
TWEAK Fn14 block: TWEAK-Fn14 signaling inhibition; TWEAK-stimulated Fn14 reporter cells, luciferase luminescence, 8 h; inhibition, % at 10 µM; 2% of 360,000 active; AID 1159606; in the data active means inhibition above about 50%
ABHD5 PLIN5 PPI: blocks binding of human ABHD5 to perilipin-5; Q00G26+Q8WTS1; Split G. princeps luciferase complementation, luminescence, 4 h; inhibition, % at 4 µM; 0.78% of 360,000 active; AID 602281;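 active means inhibition above the mean inhibition across every tested compound plus 3 SD, cut at about 22% in these data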;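 further: 0% = DMSO only wells and the 100% control is not disclosed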
NOD2 RIPK2 PPI: inhibitors of human NOD2-RIPK2 interaction; O43353; CHO BLA complementation NOD2-RIPK2, CCF4 ratio; inhibition, % at 4.98 µM; 0.38% of 360,000 active; AID 624267; in the data active means inhibition above about 21%;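 further: 0% = vehicle only and 100% = reference blocker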
TLR9-MyD88 inh: inhibitors of human TLR9-MyD88 binding; Q9NR96+Q99836; CHO BLA complementation TLR9-MyD88, CCF4 FRET ratio; 0.21% of 340,000 active; AID 504734; inhibition, % at 4.98 µM;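 active means inhibition above the mean over all tested compounds plus 3 SD, cut at about 21% in these data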;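 further: 0% = DMSO only wells and 100% = clavulanate BLA inhibitor control wells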
TROY signal inh: blocks TROY-dependent signaling in reporter cells | Q293 LMP1-TROYcd NF-kB luciferase reporter, 4 h | inhibition, % at 10 µM | 0.98% of 360,000 active;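 active means compounds whose plate-normalised and pattern-corrected inhibition of the luciferase reporter signal at the single screening dose is 50% or more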
NCOA3 inh: inhibits human SRC3 coactivator; Q9Y6Q9; HEK293 GAL4-SRC3 luciferase reporter, luminescence; inhibition, % at 3.6 µM; 0.17% of 360,000 active;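 active means inhibition above a per-campaign cutoff, the mean of all compounds plus 3 SD, cut at about 60% in these data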;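 further: 0% = DMSO-treated cells and 100% = gossypol-treated cells at 36 µM; higher means less SRC3-driven luciferase light from the GAL4 reporter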
NR5A2 inv ag: inverse agonists of human LRH-1 (NR5A2) | inhibition, % at 3.6 µM | O00482 | 0.13% of 360,000 active | AID 602396 | HEK293T StAR-luciferase reporter, LRH-1 transfected, 24 h;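 active means inhibition above the mean inhibition of all tested compounds plus 3 SD, cut at about 73% in these data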;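 further: 0% = DMSO wells and 100% = reporter-only cells lacking LRH-1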
NCOA1 inh: inhibitors of human steroid receptor coactivator 1 (SRC1). Q15788. HEK293 GAL4-SRC1 luciferase reporter, luminescence. inhibition, % at 3.6 µM. 0.12% of 360,000 active;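 active means inhibition above the campaign mean plus 3 SD, with each screening campaign given its own cutoff, cut at about 60% in these data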;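 further: 0% = DMSO treated cells and 100% = gossypol at 36 µM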
NR2F2 inh: blocks human COUP-TFII nuclear receptor | P24468 | HEK293T NGFI-A luciferase reporter, luminescence | inhibition, % at 8.6 µM | 0.7% of 370,000 active | AID 686940;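 active means inhibition above a per-plate cutoff, mean inhibition of test wells between control levels plus 3 SD, cut at about 38% in these data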;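 further: cells cotransfected with COUP-TFII expression vector driving the NGFI-A reporter; 0% = median of COUP-TF2 test wells and 100% = reporter-only cells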
Exocytosis inh: blocks lytic granule exocytosis; TALL-104 LAMP-1 surface exposure, flow cytometry; cells stimulated with thapsigargin and PMA; inhibition, % at 10 µM; 0.66% of 360,000 active;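 active means inhibition above about 55%, limit read from the data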
Starred values were filed as active, the others as inactive; x = no result given.

SMILES	SRC2 inh	TWEAK Fn14 block	ABHD5 PLIN5 PPI	NOD2 RIPK2 PPI	TLR9-MyD88 inh	TROY signal inh	NCOA3 inh	NR5A2 inv ag	NCOA1 inh	NR2F2 inh	Exocytosis inh
Cc1ccc(NC(=O)CSc2n[nH]c(-c3ccncc3)n2)cc1	-22	-5	2	-8	-1	-3	-12	-11	0	19	-4
CCC(C(=O)NC1CCCC1)N(C(=O)Cn1nnc(-c2ccc(C)o2)n1)c1cccc(O)c1 (stereo not given)	15	7	1	3	-8	13	-25	10	-45	-3	6
O=[N+]([O-])c1ccc(N2CCCCC2)cc1N1CCOCC1	17	5	5	0	9	-19	3	42	-1	21	0
CCNC(=S)NNC(=O)C1CCCCC1	-20	1	11	4	3	0	11	18	0	13	5
Cc1ccccc1C(=O)N1CCC(C(=O)N2CCN(S(=O)(=O)c3ccccc3F)CC2)CC1	24	17	0	-9	-7	15	9	-10	7	-2	6
CCCCn1c(N)c(N(Cc2ccccc2OC)C(=O)COc2ccccc2C#N)c(=O)[nH]c1=O	-7	-2	-5	6	8	-7	8	12	4	7	22
Cn1c(N)c(C(=O)CSc2nc(N)cc(=O)[nH]2)c(=O)n(C)c1=O	-7	23	-2	7	6	-7	-3	-3	-11	3	-1
COc1ccc(C#Cc2ccc(C3=CC(=O)CC(C)(C)C3=O)cc2)cc1	-20	-28	-13	-3	-2	-56	-47	-58	-33	-20	10
O=C(Nc1nnc(C2COc3ccccc3O2)o1)c1ccc(F)cc1 (stereo not given)	-9	7	-5	2	0	-3	19	28	-20	0	2
C/C(=N/NC(=O)c1ccc(Cn2cccn2)o1)c1cccc(NC(=O)c2ccncc2)c1	-41	-17	-3	-7	-1	0	4	-15	15	-10	-1
Cc1noc(C)c1CSCC(=O)Nc1cc(C(F)(F)F)ccc1N1CCCCC1	-7	-31	1	-3	-4	7	17	-6	12	-4	20
COc1ccc(CN(C(=O)Cn2nnc(-c3ccc(C)o3)n2)C(C(=O)NCC2CCCO2)c2ccco2)cc1 (stereo not given)	1	4	-2	-2	-5	-3	8	-16	-4	7	-12
C[C@H](CO)N1C[C@H](C)[C@@H](CN(C)C(=O)Nc2ccc3c(c2)OCO3)Oc2ccc(NC(=O)C3CCCCC3)cc2C1=O	-27	-3	-6	2	6	-14	16	10	-19	-10	-3
OC(CNCC(c1ccco1)N1CCCCC1)c1ccccc1 (stereo not given)	12	3	5	-9	-16	-20	12	-5	8	4	4
CC(C)Cn1c(C(C)C)nc([N+](=O)[O-])c1Sc1ccc(Cl)cn1	26	18	5	-4	-17	-7	8	7	-7	15	0
Cc1ccc(S(=O)(=O)N(C)C)cc1NC(=O)c1cc(C(C)(C)C)nn1Cc1ccccc1	5	14	-1	-5	9	9	21	9	9	5	0
CCOC(=O)c1cccc(NC(=O)c2cc3ccccc3o2)c1	-70	-34	1	-4	-3	-28	-115	-179	-72	-22	8
Nc1nc(-c2ccccn2)nc(N)c1Cc1ccccc1F	-23	-4	-1	6	3	-33	-38	-80	-54	-32	0
O=C(CSc1nc(=O)n(CCCN2CCOCC2)c2c1CCC2)Nc1ccc(F)cc1F	11	-14	-20	-7	-7	4	0	6	-23	-8	-2
Cc1cc(C)c(C#N)c(SCC(=O)NN2CC(=O)N(c3ccccc3F)CC2=O)n1	11	-5	6	3	-1	6	-15	6	17	12	0
CC1(C)Oc2ccc3ccc(=O)oc3c2/C(=C/Nc2ccc(O)cc2)C1=O	4	17	-12	5	17	34	3	4	5	-5	13
O=C(Nc1nc(-c2ccc(F)cc2)cs1)c1cnccn1	6	-9	3	-7	4	-35	-1	5	-14	-7	-1
O=C(C1CCN(Cc2nc(Cc3cccc(F)c3)no2)CC1)N1CCOCC1	-13	5	-7	-4	4	-4	7	-3	-2	16	13
C1CN(c2nc3nonc3n3nnnc23)CCO1	-5	-17	4	-3	4	-8	0	7	-3	14	4
Cc1ccccc1S(=O)(=O)Cc1ccc(C(=O)NCCCN(C)Cc2ccccc2)o1	0	-14	10	-7	2	7	-2	-5	-3	7	0
CC(=O)Nc1nc(SCC(=O)Nc2nnc(C)s2)[nH]c(=O)c1NC(=O)c1cccs1	5	-12	2	-16	-13	3	3	6	-1	1	24
COCCN1C(=O)COc2ccccc2C1C(=O)Nc1c(C)cccc1C (stereo not given)	4	-1	-7	-5	x	-10	x	26	x	-11	-1
COc1ccc(NC(=O)C(=O)NCCN2CCN(C(=O)c3ccc(C(C)(C)C)cc3)CC2)cc1	6	19	-7	4	3	3	-15	0	13	-8	4
Nc1ccn([C@@H]2O[C@H](CNC(=O)[C@H]3CCC(=O)N3)[C@@H](O)[C@H]2O)c(=O)n1	-8	6	1	2	9	-6	3	13	-1	11	0
CN(CC(=O)NCCc1ccc(S(N)(=O)=O)cc1)CC(=O)Nc1ccccc1Cl	-16	1	-6	-11	2	-15	10	-24	-15	3	13
CC(=O)c1c(-c2ccc(C)cc2)nc2c3ccccc3ccn12	-12	-9	-3	10	-1	-11	-19	-8	3	4	-1
O=C(OCc1ccccc1F)c1cc([N+](=O)[O-])ccc1N1CCOCC1	2	-34	6	-3	11	8	-46	9	2	-3	0
CCCCCCN1C[C@@H](O)[C@H](n2cc(-c3ccc(F)cc3)nn2)C[C@@H]1c1ccccc1	10	12	-1	-13	5	-2	-4	7	-7	9	6
COc1ccccc1CNC(=O)C[C@@H]1CC[C@H]2[C@@H](COC[C@H](O)CN2Cc2ccccc2)O1	-23	x	-3	-6	x	x	x	20	x	2	1
CN1CCC(N(C)C(=O)COc2ccc(S(=O)(=O)N3CCOCC3)cc2)CC1	18	6	4	-7	-8	-3	7	13	-1	7	1
O=C(CNC(=O)c1ccco1)NCC(c1ccco1)N1CCCCC1 (stereo not given)	-18	20	6	-8	3	-8	-13	-5	-3	-7	4
CCNC(=S)N/N=C(\C)c1cccc([N+](=O)[O-])c1	-5	0	-2	-5	0	1	9	1	13	-18	2
C/C(CC(=O)Nc1ccccn1)=N\NC(=O)C(=O)Nc1cccc(C)c1	-25	6	-4	-3	1	-2	9	-22	1	11	-3
COc1ccccc1NC(=O)c1ccc([N+](=O)[O-])cc1[N+](=O)[O-]	-1	20	1	-23	-2	1	19	16	4	2	-2
COc1cc(OC)cc(C(=O)N[C@H](C(=O)NC2=NCCS2)C(C)C)c1	-15	5	-6	-8	-2	-18	-1	11	-2	11	13

Single records (already shown):
Profile of `C1CN(c2nc3nonc3n3nnnc23)CCO1` = SRC2 inh = -5; TWEAK Fn14 block = -17; ABHD5 PLIN5 PPI = 4; NOD2 RIPK2 PPI = -3; TLR9-MyD88 inh = 4; TROY signal inh = -8; NCOA3 inh = 0; NR5A2 inv ag = 7; NCOA1 inh = -3; NR2F2 inh = 14; Exocytosis inh = 4
Profile of `CCNC(=S)N/N=C(\C)c1cccc([N+](=O)[O-])c1` = SRC2 inh = -5; TWEAK Fn14 block = 0; ABHD5 PLIN5 PPI = -2; NOD2 RIPK2 PPI = -5; TLR9-MyD88 inh = 0; TROY signal inh = 1; NCOA3 inh = 9; NR5A2 inv ag = 1; NCOA1 inh = 13; NR2F2 inh = -18; Exocytosis inh = 2

More entries
SMILES	SRC2 inh	TWEAK Fn14 block	ABHD5 PLIN5 PPI	NOD2 RIPK2 PPI	TLR9-MyD88 inh	TROY signal inh	NCOA3 inh	NR5A2 inv ag	NCOA1 inh	NR2F2 inh	Exocytosis inh
O=C(O)CCCC(=O)N1CCc2cc(S(=O)(=O)NCc3ccc(F)cc3)ccc21	-3	0	-2	-6	-13	6	8	5	-4	26	-11
COc1cc(OC)c2cc[nH]c2c1	19	-28	8	-5	5	-5	8	2	10	-7	0
CC(=O)c1c(C)[nH]c(C(=O)COc2ccc3c(C)cc(=O)oc3c2)c1C	13	1	-4	-4	-9	-10	6	8	-4	-12	13
COc1cc(/C=N/Nc2nc(Nc3ccc(C)cc3)nc(-n3nc(C)cc3C)n2)cc(OC)c1OC	10	43	-3	-5	-17	-20	10	7	10	11	-1
CCOC(=O)Cc1c(C)[nH]c(=S)[nH]c1=O	-11	10	-4	-17	-3	17	0	7	-2	11	1
CCS(=O)(=O)N1Cc2cc(C(=O)N(C)C)nc(-c3cccc(-c4ccc(F)cc4)c3)c2[C@@H]1CCO	-60	6	4	-1	x	7	x	20	x	-11	2
COC(=O)c1cc(C)sc1NC(=O)C1CC=CCC1C(=O)O (stereo not given)	-17	5	7	7	7	-15	-14	-13	-13	8	4
CC(=O)OCCN(C)c1cc(SC(C)C)c2nonc2c1[N+](=O)[O-]	0	15	-6	-2	-4	11	17	12	8	-1	9
Cc1ccc(C)n1-n1c(C)nc2scc(-c3ccccc3)c2c1=O	-7	9	-10	-10	-4	-17	10	-19	8	-5	-3
COc1cc(NC(=O)CN2C(=O)COc3ccc(S(=O)(=O)N4CCCCC4)cc32)cc(OC)c1	-4	-1	-1	-10	-9	-1	5	-10	7	-15	0
CC(C)N(Cc1ccccc1)C(=O)c1ccc2c(c1)OCO2	-13	10	16	-1	-4	-2	1	5	-5	-6	2
CC1(C2CC2)NC(=O)N(CC(=O)Nc2ccc(Cl)c([N+](=O)[O-])c2)C1=O (stereo not given)	1	-10	0	4	-13	-14	-16	5	-4	-8	4
O=S(=O)(Nc1cccc2ccccc12)c1ccccc1F	-13	7	3	-12	-10	-21	-27	18	-24	-3	3
Cc1cccc(OCC(=O)Nc2cc(Cl)ccc2-n2cncn2)c1C	-1	-18	5	-7	-4	-18	1	14	-12	2	0
CCn1c(SCC(=O)NC2CC2)nnc1-c1ccc(OC)cc1	-7	-3	-8	-3	-2	4	-6	2	-15	10	-6
CN1C(=O)/C(=C/C=C2\SCCN2C)N(C)C1=S	-59	-2	-5	7	8	-12	-66	-31	-61	-46	-1
O=C(COC(=O)Cc1ccsc1)Nc1ccc(Cl)cc1F	-15	2	-6	-11	-1	16	6	-19	-9	-6	-3
CCOC(=O)Cn1cnc2c(sc3nc(C)cc(C)c32)c1=O	-16	-21	6	-3	-4	-17	2	-5	4	-22	14
COc1ccccc1NC(=S)N1CCCc2ccccc21	8	66*	-1	-6	-9	54*	17	1	-9	15	2
Cc1ccc(-n2ncc3c(N4CCC(C(N)=O)CC4)ncnc32)c(C)c1	15	-3	-3	-9	12	-5	10	-24	1	12	0
CCCCCCOC(=O)c1ccc(OC(=O)c2cccnc2)cc1	x	-33	3	-4	-6	-47	-77	-31	-55	x	-2
CC(C)c1cc(CNC(=O)CCc2nnc(CCCc3ccccc3)o2)on1	-19	-45	4	-2	-2	-32	-20	-21	-37	-27	-9
COC(=O)c1cccc(-n2c(C)cc(C=O)c2C)c1	-10	6	-1	-6	6	-6	-2	7	6	8	0
O=C(CSc1ncccn1)N1CCC(Cc2ccccc2)CC1	2	-7	0	-2	-8	-5	-7	-12	10	0	-4
COc1ccc(N2C(=O)C(CC(=O)Nc3ccc(F)cc3)N(CCc3ccc(OC)c(OC)c3)C2=O)cc1 (stereo not given)	-7	0	-5	1	-13	3	13	3	4	3	-1
Cc1ccn2cc(CCNC(=O)CC(C)(C)C)nc2c1	-22	-7	-2	-9	-6	16	-2	-1	-14	-14	-1
N#CCS(=O)(=O)c1ccccc1	3	4	-4	3	14	-11	-17	-14	-9	4	10
O=S(=O)(c1cc(Cl)ccc1Cl)N1CC2CCCN2c2ccc(C(F)(F)F)cc21 (stereo not given)	6	18	-3	11	-8	11	-6	9	9	8	12

Compound activity deposited in PubChem by several laboratories.

An excerpt; rates above refer to the full screens.
